# Screening results deposited in PubChem by several laboratories.
# S1P3 antagonist: antagonists of human S1P3 receptor; Q99500; CHO S1P3 NFAT-BLA reporter, FRET fluorescence, antagonist mode; inhibition, % at 4.98 µM; 170,000 compounds, 0.27% hits; AID 485;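 active means inhibition above the plate cutoff, the mean inhibition of test wells on that plate plus 3 SD, cut at about 28% in these data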;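 further: cells challenged with S1P at its EC80 of 0.8 µM; blue over green emission ratio from cleaved BLA substrate after 4 h stimulation; 0% = S1P-stimulated wells and 100% = unstimulated DMSO-only wells; some compounds past the cut are filed as inactive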
# Target sequence (Q99500 whole entry, looked up): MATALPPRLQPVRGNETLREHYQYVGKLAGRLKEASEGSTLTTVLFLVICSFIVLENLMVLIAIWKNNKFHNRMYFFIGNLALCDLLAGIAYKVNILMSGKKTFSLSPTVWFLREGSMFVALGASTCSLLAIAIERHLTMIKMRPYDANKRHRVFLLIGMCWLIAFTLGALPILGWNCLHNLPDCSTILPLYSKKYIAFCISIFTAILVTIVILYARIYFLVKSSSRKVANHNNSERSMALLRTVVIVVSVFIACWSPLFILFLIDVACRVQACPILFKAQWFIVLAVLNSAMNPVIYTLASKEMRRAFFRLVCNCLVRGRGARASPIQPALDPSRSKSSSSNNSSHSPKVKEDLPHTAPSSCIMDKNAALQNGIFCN
# TR-FRET SRC-2 ct: counter-screen for PPARgamma SRC-2 recruitment agonists: TR-FRET artefact; stronger effect = higher value; TR-FRET ratio at 8 µM; 200,000 compounds, 0.4% hits; AID 1049; in the data active means TR-FRET ratio above about 2000; further: inactives centre near 1500
# STAT3 blocker: inhibitors of IL-6 induced STAT3 signaling | U3A cells, IL-6 STAT3-luciferase reporter, luminescence; host cell line lacks STAT1 | inhibition, % at 5.5 µM | 190,000 compounds, 0.89% hits | AID 862;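 active means inhibition above the mean inhibition across all screened compounds plus 3 SD, cut at about 44% in these data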;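 further: 0% = DMSO only wells and 100% = 100 µM nifuroxazide control wells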
# ROMK primary: modulates human ROMK potassium channel activity. P48048. Tet-inducible ROMK, thallium flux fluorescence; actives lie on both sides. B-score at 10 µM. 130,000 compounds, 2% hits. AID 1918;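 active means signal ratio slope over the read window, or its plate-corrected B-score, at least 3 SD from the plate mean, either direction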;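 further: B-score of the F/F0 ratio slope over 7 to 12 s after thallium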
# PPARg SRC1 recr: promotes SRC-1 coactivator recruitment by human PPARgamma; activation, % at 8 µM; AID 631; P37231; 200,000 compounds, 0.41% hits; PPARgamma-SRC-1 coactivator recruitment biochemical assay; in the data active means activation above about 19%;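 further: 0% = DMSO and 100% = reference agonist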
# Target sequence (P37231 whole entry, looked up): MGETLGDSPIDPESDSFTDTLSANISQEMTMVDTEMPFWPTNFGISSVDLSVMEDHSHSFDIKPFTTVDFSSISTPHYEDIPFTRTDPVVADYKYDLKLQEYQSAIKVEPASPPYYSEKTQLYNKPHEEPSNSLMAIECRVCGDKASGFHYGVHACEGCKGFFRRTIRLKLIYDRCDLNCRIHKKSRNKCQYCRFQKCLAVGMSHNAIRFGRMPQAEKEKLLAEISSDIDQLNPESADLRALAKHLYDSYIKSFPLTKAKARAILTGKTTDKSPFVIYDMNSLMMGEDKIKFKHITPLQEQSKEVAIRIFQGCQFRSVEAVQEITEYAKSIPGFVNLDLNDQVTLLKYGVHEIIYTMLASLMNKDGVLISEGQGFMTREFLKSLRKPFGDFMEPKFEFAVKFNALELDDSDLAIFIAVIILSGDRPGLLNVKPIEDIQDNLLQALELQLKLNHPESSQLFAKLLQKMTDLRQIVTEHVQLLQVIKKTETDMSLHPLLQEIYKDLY
# PPARg SRC3 recr: PPARgamma-driven SRC-3 recruitment agonism; P37231; activation, % at 8 µM; biochemical PPARgamma/SRC-3 coactivator recruitment assay; 200,000 compounds, 0.26% hits; in the data active means activation above about 23%;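 further: 0% = DMSO and 100% = reference agonist; some compounds past the cut are filed as inactive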
# PPARg SRC-2 ag: PPARgamma-driven SRC-2 recruitment agonism. 200,000 compounds, 0.34% hits. PPARgamma LBD-SRC-2 recruitment, biochemical. activation, % at 8 µM. P37231; in the data active means activation above about 22%;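 further: 0% = vehicle and 100% = reference agonist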
# RAM network inh: blocks the yeast RAM network. S. cerevisiae dse1pr::URA3 reporter, 5-FOA growth OD615, 2 d; analog-sensitive cbk1-as2 kinase mutant strain. inhibition, % at 50 µM. 190,000 compounds, 1.8% hits;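 active means inhibition above a set limit, 3 SD over mean compound inhibition, cut at about 8.4% in these data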;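 further: 0% = DMSO-only wells with no growth and 100% = 10 µM 1-NA-PP1 full growth; inhibition rescues growth on 5-FOA so higher OD means more RAM inhibition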
# STAT1 blocker: inhibitors of IFN-gamma induced STAT1 signaling; NIH 3T3 STAT1-luciferase reporter, luminescence; inhibition, % at 5.5 µM; 200,000 compounds, 0.35% hits; AID 920;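 active means inhibition above a set limit, the mean inhibition across all tested compounds plus 3 SD, cut at about 34% in these data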;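 further: 0% = IFN-gamma with DMSO and 100% = IFN-gamma with 300 µM nifuroxazide; values of inactives mirror those of a sister screen read the other way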
# STAT3 act: STAT3 signaling activation; U3A cells, IL-6 STAT3-luciferase reporter, luminescence; 100% = signal with IL-6 EC80 alone; activation (% of control), % at 5.6 µM; 190,000 compounds, 0.91% hits;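 active means activation above the screen-wide mean of compound activation plus 3 SD, cut at about 130% in these data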;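 further: 0% = background luminescence of wells with medium and substrate only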
#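 System – human U3A cells carrying STAT3-luciferase construct · Probe or stimulus – Interleukin-6, 33 ng/mL · Schedule – compound 1 h, then IL-6 6 h at 37 °C · Signal – luminescence from STAT3-driven luciferase reporter · Evaluation – percent of IL-6-only median luminescence · Benchmarks – IL-6-only high control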
# TLR4-MyD88 BLA: TLR4-MyD88 interaction inhibition in cells; O00206+Q99836; HeLa CL3-4 TLR4/MyD88 BLA complementation, FRET ratio; inhibition, % at 8.4 µM; 200,000 compounds, 0.18% hits; AID 861; in the data active means inhibition above about 25%;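 further: 0% = vehicle and 100% = reference inhibitor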
# Active calls of the source: *; . = no result given.
SMILES,S1P3 antagonist,TR-FRET SRC-2 ct,STAT3 blocker,ROMK primary,PPARg SRC1 recr,PPARg SRC3 recr,PPARg SRC-2 ag,RAM network inh,STAT1 blocker,STAT3 act,TLR4-MyD88 BLA
Cc1ccc(S(=O)(=O)N2c3ccccc3NC(=O)CC2C)cc1 (configuration not stated),.,1577,1,.,0,-7,6,0.0,2,102,-12
CCNC1=C(Cl)C(=O)c2ccccc2C1=O,.,1461,4,-0.93,10,2,-7,0.4,-5,94,14
Cn1cccc1C(=O)NC(=O)COC(=O)c1cc(S(=O)(=O)N2CCCCC2)ccc1Cl,7,1805,-8,.,4,4,5,2.8,3,108,-10
CCOC(=O)c1ccc(NC(=O)CSCC(=O)OCC(=O)c2ccccc2)cc1,-1,1616,-8,0.99,-1,0,8,-0.1,8,104,-2
Cc1ccc(C)c2[nH]c(=O)c(CN(CC3CCCO3)S(=O)(=O)c3ccc4c(c3)OCCO4)cc12 (configuration not stated),3,1714,-2,-1.5,5,-7,1,0.5,6,106,0
N#CCCCSc1nnc(CSc2nc3ccccc3s2)n1-c1ccccc1,.,1497,18,1.5,3,7,4,.,5,91,2
COCCCNC(=O)C1C2C=CC3(CN(Cc4ccc(C)cc4)C(=O)C13)O2 (configuration not stated),.,1553,-7,-0.11,5,6,1,0.1,-1,114,4
COc1ccc2[nH]c(=O)c(CN(C(C)=O)c3cccc(C)c3)cc2c1,-20,1496,8,.,9,2,-4,3.6,-7,96,0
Cc1nc2nc(C)c(CCC(=O)N3CCc4ccccc43)c(C)n2n1,-13,1515,-13,0.48,3,-3,3,0.2,0,113,-6
N#Cc1ccc(C(c2nnnn2C2CCCC2)N2CCC(Cc3ccccc3)CC2)cc1 (configuration not stated),.,1768,-9,.,14,12,9,5.2,14,111,-8
COc1cccc(CNCCNC(=O)c2ccco2)c1OC,.,1624,0,2.9*,7,0,5,1.3,4,97,12
CCOC(=O)N1CCC(Nc2c(NCCN3CCN(Cc4ccccc4)CC3)c(=O)c2=O)CC1,-33,1749,-1,-0.29,15,18,5,1.0,-2,103,-12
COc1ccc(CSC2=CS(=O)(=O)c3ccccc3N2)cc1,-11,1574,10,1.5,4,0,4,1.1,-7,101,-4
CC(=O)c1ccc(NC(=O)CN(C)CC(=O)Nc2cccc(F)c2)cc1,-13,1676,-2,-0.29,8,1,-1,2.6,-6,110,-7
CCC(=O)N1c2ccc(S(=O)(=O)CCC(=O)Nc3nccs3)cc2CC1C (configuration not stated),-1,1582,12,5.6*,-4,-5,-6,4.1,6,93,-3
Cc1ccc(NC(=O)CSc2nc3c(cc2C#N)C(=O)CCC3)cc1S(=O)(=O)N(C)C,-1,1668,12,.,8,3,8,8.5*,6,92,-9
COCCn1c(-c2ccccc2)csc1=Nc1cccnc1,-3,1576,10,0.44,-3,3,11,0.0,12,98,-4
O=C(c1csc2c1CCCC2)N1CCN(c2cccc(C(F)(F)F)c2)CC1,.,1427,8,-0.89,-7,5,0,3.3,3,97,1
Cn1nnnc1CCOCCc1nnnn1C,1,1636,-10,0.39,9,13,-4,2.7,2,111,-7
O=C(/C=C/NNC(=O)c1ccccc1)c1ccccc1,.,1471,3,.,1,-9,12,-0.9,-23,104,-3
CCCCn1c(=N)n(CC(=O)c2ccco2)c2ccccc21,.,1417,-6,.,-5,-2,-7,0.0,5,107,19
CC1(C)CC2CC(C)(CN2CC(O)COc2ccccc2)C1 (configuration not stated),14,1571,-3,0.17,4,1,5,0.1,5,104,5
O=C(Nc1ccc2ccccc2c1)/C(=C/c1cccc(Br)c1)NC(=O)c1ccco1,-9,1685,-2,-0.76,6,2,0,-0.4,10,99,-10
Cc1cc(C)cc(OCC(=O)Nc2ccc3c(c2)C(=O)c2ccccc2C3=O)c1,-5,1626,5,-0.027,2,-1,1,2.3,7,99,1
Cc1ccc(S(=O)(=O)N2CC3(C)CN(S(=O)(=O)c4ccc(C)cc4)CC(C)(C2)C3=O)cc1,.,1538,0,.,5,6,-4,3.2,-4,103,-1
O=C(C1c2ccccc2Oc2ccccc21)N1CCN(c2ccc(Cl)cc2)CC1,.,1635,16,0.35,1,-8,3,5.2,-3,93,0
COc1cc(/C=N/Nc2nc3ccccc3[nH]2)ccc1O,1,1560,8,-1.3,7,14,9,-1.1,-16,96,0
CCOC(=O)C1CCCN(c2ncnc3c2[nH]c2cccc(OC)c23)C1 (configuration not stated),12,1616,8,-0.17,0,-20,2,-0.3,4,96,9
CCn1c(SCC(=O)OC(C)C)nnc1-c1cccc(Cl)c1,-9,1405,22,0.068,-7,-3,-2,2.3,0,86,4
c1ccc(OCCOCCSc2ncccn2)cc1,13,1723,13,.,-6,10,3,-0.4,-8,95,-4
COc1ccc(NC(=O)CC2SC(=NCC3CCCO3)NC2=O)c([N+](=O)[O-])c1 (configuration not stated),1,1457,0,0.18,5,3,0,1.6,-4,105,-3
CC(C)(C)c1ccc(OCC(=O)O)cc1,-14,1517,4,.,4,-1,5,1.2,-4,99,-1
Cc1cc(C)c[n+](-c2nc([O-])sc2C=O)c1,.,1654,16,.,-8,-3,3,0.0,7,90,-7
Cc1cc(C)cc(NC(=O)CSc2ccccc2)c1,-14,1322,-1,0.56,-2,0,-2,1.5,-18,103,2
CCOC(=O)c1cc(-c2ccccc2)nn1-c1ccccn1,.,1292,-4,0.54,-1,-4,2,0.2,8,102,5
CC(C)c1ccc(C2N3CC4([N+](=O)[O-])CN2CC([N+](=O)[O-])(C3)C4(C)C)cc1 (configuration not stated),-8,1510,5,.,-4,0,5,3.9,-3,98,2
COc1ccc(C2(CNC(=O)CCC(=O)O)CCCC2)cc1OC,.,1589,-19,0.58,2,-1,9,0.7,4,117,-9
CC(C)(C)c1cccc(Oc2nn[nH]n2)c1,.,1555,7,.,1,-8,0,2.1,-4,97,-4
CC(C)CNC(=O)c1ccc(Cl)c(N)c1,-4,1586,5,1,-2,1,2,3.9,4,94,-13
O=C(C1CCCN(Cc2ccccc2)C1)N1CCCCC1 (configuration not stated),.,1424,0,0.59,3,-3,6,-0.1,1,106,10
N#Cc1ccc(OCC(=O)NCCc2ccccn2)cc1,.,1449,14,.,-3,5,-4,1.7,6,94,17
CC(=O)Nc1nc(N(C)C)nc(N(C)C)n1,-1,1714,7,-0.33,-4,-1,1,-0.9,4,96,3
Fc1ccc(C2CC(c3cccs3)=NN2C(=S)Nc2ccccc2)cc1 (configuration not stated),21,1687,18,.,10,4,14,4.9,-3,82,-9
Clc1ccc(OCc2nn3c(C4CCCCC4)nnc3s2)c(Cl)c1,10,1623,3,0.48,2,8,2,2.7,3,100,6
Fc1ccc(N2CCN(C(c3cccs3)c3nnnn3CCc3ccccc3)CC2)cc1 (configuration not stated),24,1532,4,.,-3,-1,8,2.9,1,98,-3
COc1cc(CC(=O)Nc2ncc(C)s2)cc(OC)c1OC,-11,1713,9,.,-2,0,-5,-1.1,20,96,3
CCOC(=O)CSCC(=O)N1N=C(c2cccs2)CC1c1ccc(F)cc1 (configuration not stated),-7,1515,-8,.,6,-6,8,2.6,-2,102,-13
O=C(c1ccccn1)c1ncc(C(F)(F)F)cc1Cl,.,1876,5,.,-2,4,-4,-0.1,3,100,-3
O=C1CSC2=NCN(c3ccccc3)CN12,.,1466,0,.,3,-2,6,0.7,-7,104,-10
Cc1c(CCOC(=O)CC23CC4CC(CC(C4)C2)C3)sc[n+]1CC(=O)c1ccc(Br)cc1,.,1572,-3,-6*,0,-1,3,-2.0,7,102,10

# Profiles, looked up by structure. Order of screens: S1P3 antagonist	TR-FRET SRC-2 ct	STAT3 blocker	ROMK primary	PPARg SRC1 recr	PPARg SRC3 recr	PPARg SRC-2 ag	RAM network inh	STAT1 blocker	STAT3 act	TLR4-MyD88 BLA
# Profile of O=C1CSC2=NCN(c3ccccc3)CN12 : .	1466	0	.	3	-2	6	0.7	-7	104	-10
# Profile of Fc1ccc(N2CCN(C(c3cccs3)c3nnnn3CCc3ccccc3)CC2)cc1 (configuration not stated) : 24	1532	4	.	-3	-1	8	2.9	1	98	-3
# Profile of CCOC(=O)CSCC(=O)N1N=C(c2cccs2)CC1c1ccc(F)cc1 (configuration not stated) : -7	1515	-8	.	6	-6	8	2.6	-2	102	-13

# The listing continues.
SMILES,S1P3 antagonist,TR-FRET SRC-2 ct,STAT3 blocker,ROMK primary,PPARg SRC1 recr,PPARg SRC3 recr,PPARg SRC-2 ag,RAM network inh,STAT1 blocker,STAT3 act,TLR4-MyD88 BLA
CCNC(=S)N1CCN(CC)CC1,-7,1452,3,-0.01,-8,-4,1,3.7,4,98,-3
Cn1c(=O)n(C)c2cc(C(=O)Nc3ccc4c(c3)OCO4)ccc21,0,1498,38,0.0025,1,1,8,0.8,36*,71,11
Nc1ccc(C#Cc2ccccc2)cc1,.,1566,22,.,0,9,-6,0.3,-34,89,0
N=c1sccn1CC(=O)N1CCc2ccccc21,.,1556,0,-0.044,-4,-2,0,2.8,-7,100,-4
COCCn1nnnc1C(c1ccccc1)N1CCN(c2ccccc2)CC1 (configuration not stated),.,1556,6,-0.07,-7,-11,-6,0.4,8,96,1
Cc1ccc(N=Cc2cc(Cl)cc(Cl)c2O)nc1,-34,1426,2,1.1,-4,3,5,-0.4,-3,99,-15
CC(C)(/C=N/NC(=O)CSCc1ccc(Cl)cc1)CCC#N,11,1774,-3,0.16,-1,4,14,0.6,1,106,1
CC(C)(C)c1nn2cnnc2n(/N=C/c2cccc3ccccc23)c1=O,-3,1561,-1,.,5,-4,8,-0.1,3,97,-11
Cn1c(SCC(=O)N2CCN(c3ccccc3)CC2)nnc1-c1cc2ccccc2o1,-11,1604,30,.,7,10,0,4.6,6,78,-6
O=C(Cc1ccc(-n2c(=O)[nH]c3ccccc3c2=O)cc1)N1CCN(c2ccccc2)CC1,6,1429,17,0.5,2,-2,-4,6.0,4,87,6
O=C(Nc1ccc(N2CCOCC2)cc1)NC1CCCCC1,-12,1743,-7,-0.17,5,-3,6,1.1,-9,110,0
O=c1cc(N2CCCC2)c(-c2ccccc2)n[nH]1,-31,1674,1,1.3,10,2,0,0.9,-4,110,-9
Cc1ccsc1-c1nc(CN(C)C(C2CC2)C2CC2)c(C)o1,4,1412,0,-2.2,-4,2,-6,0.4,-9,102,5
COc1cc(-c2nnc(Cn3cc(C(F)(F)F)ccc3=O)o2)cc(OC)c1OC,-22,1415,5,.,-5,-6,-10,4.4,2,100,3
O=c1[nH]ncc(N2CCN(Cc3ccccc3)CC2)c1Cl,-1,1600,0,-0.17,0,2,0,0.6,3,102,6
O=C(O)C1C2C=CC3(CN(CC(O)COc4ccccc4)C(=O)C13)O2 (configuration not stated),2,1419,8,.,0,-4,5,-0.2,1,98,-9
Cc1ccc(Cl)cc1NC(=O)c1ccc(CSc2nnnn2C)cc1,.,1579,27,-0.53,7,4,-1,0.0,9,81,7
